SENP8 inh – inhibitors of human SENP8 protease | recombinant SENP8, Nedd8 substrate fluorescence | inhibition, % at 20 µM | actives 0.64% (n = 360,000) | AID 602440; in the data active = inhibition mostly above about 40%, no sharp cut-off; inactive = mostly below about 27%
Target sequence (Q96LD8 whole entry, looked up): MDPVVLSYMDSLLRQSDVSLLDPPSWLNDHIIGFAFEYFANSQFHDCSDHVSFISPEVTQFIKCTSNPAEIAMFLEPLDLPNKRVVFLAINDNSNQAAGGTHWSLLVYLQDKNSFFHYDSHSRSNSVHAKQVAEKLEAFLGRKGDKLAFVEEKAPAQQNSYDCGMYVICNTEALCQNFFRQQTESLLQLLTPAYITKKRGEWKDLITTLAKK
SENP1 FRET inh – blocks the human SENP1 SUMO protease catalytic domain. actives 0.21% (n = 360,000). inhibition, % at 10 µM. Q9P0U3. recombinant SENP1 catalytic domain, CyPet-SUMO1-YPet FRET cleavage. AID 624204;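 active = inhibition at least 30% at 10 µM, raw YFP signal under a set limit, fluorescence ratio 0.5 to 1.5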;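 also: 0% = enzyme with DMSO and 100% = no enzyme wells; some results filed as inactive read as strong as hits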
Target sequence (Q9P0U3 419-644 limits assumed): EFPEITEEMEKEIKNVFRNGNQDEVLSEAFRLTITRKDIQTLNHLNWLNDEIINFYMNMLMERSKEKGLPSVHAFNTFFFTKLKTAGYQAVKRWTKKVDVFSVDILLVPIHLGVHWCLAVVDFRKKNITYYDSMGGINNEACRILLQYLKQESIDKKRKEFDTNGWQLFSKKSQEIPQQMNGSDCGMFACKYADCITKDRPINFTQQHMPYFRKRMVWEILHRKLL
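Material: hSENP1 catalytic domain, recombinant; medium: Tris pH 8 with BME, BSA, NP40 and catalase; compound: single concentration of 10 µM compound, 0.5% DMSO final; technique: FRET read of cyan and yellow fluorescence; timing: 50 min enzyme reaction, room temperature, light-protected; reagent: SFCypet-SUMO1-SFYpet substrate at 25 nM; control set: no-enzyme low, enzyme-DMSO high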
* marks the source's active call; other numbers are inactive results; i = inactive. These rows are one share of the data; rates above refer to the full screens.

The opening six entries, to show the layout:
SMILES	SENP8 inh	SENP1 FRET inh
C[C@H](CO)N1C[C@H](C)[C@@H](CN(C)S(=O)(=O)c2ccc3c(c2)OCCCO3)OCc2cn(nn2)CCCC1=O	16	0
Cc1ccc2nc(NCc3ccccc3)[nH]c2c1	15	-2
O=C(NCc1cccs1)c1csc(COCCO)n1	7	1
OC(c1ccccc1)(c1ccccc1)C1CCN(CCCOc2ccc(F)cc2)CC1	16	4
O=C(Cc1ccc(NC(=O)C2CCCN(C(=O)C3CC3)C2)cc1)Nc1ccc(C(=O)N2CCOCC2)cc1 (configuration not stated)	-8	3
CCCCOCCCNC(=O)C[C@@H]1C[C@@]2(C(=O)OCC)CCCC=C2N(Cc2ccco2)C1=O	17	0

The list itself, from the start:
SMILES	SENP8 inh	SENP1 FRET inh
C[C@H](CO)N1C[C@H](C)[C@@H](CN(C)S(=O)(=O)c2ccc3c(c2)OCCCO3)OCc2cn(nn2)CCCC1=O	16	0
Cc1ccc2nc(NCc3ccccc3)[nH]c2c1	15	-2
O=C(NCc1cccs1)c1csc(COCCO)n1	7	1
OC(c1ccccc1)(c1ccccc1)C1CCN(CCCOc2ccc(F)cc2)CC1	16	4
O=C(Cc1ccc(NC(=O)C2CCCN(C(=O)C3CC3)C2)cc1)Nc1ccc(C(=O)N2CCOCC2)cc1 (configuration not stated)	-8	3
CCCCOCCCNC(=O)C[C@@H]1C[C@@]2(C(=O)OCC)CCCC=C2N(Cc2ccco2)C1=O	17	0
CC1CN(C(=O)COC(=O)/C=C/c2ccccc2)CC(C)O1 (configuration not stated)	26	4
COc1cccc(C(O)c2nc(-c3cccc(C(C)C)c3)cs2)c1 (configuration not stated)	7	1
COc1cccc(NC(=O)Nc2ccc(F)cc2)c1	2	1
COc1ccc(C(=O)N[C@H](C(=O)Nc2cccc(S(=O)(=O)N3CCOCC3)c2)C(C)C)cc1	7	0
Cc1cccc(COC[C@H](Cc2ccccc2)N2CCN(C(=O)c3cccc(C)c3)CCC2=O)c1	5	1
CN(C)c1nc(C=C(C#N)C#N)c(Cl)n1-c1ccc(F)cc1	6	13
OC[C@H]1O[C@@H](c2nc(-c3ccc4[nH]ccc4c3)no2)[C@H](O)[C@@H](O)[C@H]1O	10	-2
C[C@H]1CN(S(=O)C(C)(C)C)[C@H](CCO)/C1=C\CCO (some centres not stated)	3	2
O=C(NC(=S)Nc1cccc(NC(=S)NC(=O)c2ccccc2)c1)c1ccccc1	-3	-24

Already shown: entries from further up.
SMILES	SENP8 inh	SENP1 FRET inh
CCCCOCCCNC(=O)C[C@@H]1C[C@@]2(C(=O)OCC)CCCC=C2N(Cc2ccco2)C1=O	17	0
CC1CN(C(=O)COC(=O)/C=C/c2ccccc2)CC(C)O1 (configuration not stated)	26	4
COc1cccc(C(O)c2nc(-c3cccc(C(C)C)c3)cs2)c1 (configuration not stated)	7	1
COc1cccc(NC(=O)Nc2ccc(F)cc2)c1	2	1
COc1ccc(C(=O)N[C@H](C(=O)Nc2cccc(S(=O)(=O)N3CCOCC3)c2)C(C)C)cc1	7	0

The results go on.
SMILES	SENP8 inh	SENP1 FRET inh
CC(=O)c1cc2c(cc1NC(=O)CSc1ncccn1)OCO2	i	0
COc1ccc(OC)c(C(=O)CSc2nnc(C3CC3)n2C2CC2)c1	-6	-3
CNc1nc(NCC2CCCCC2)c2sccc2n1	-29	0
COc1ccc(CN(C)CCCn2ccc(N)nc2=O)cc1OC	2	2
COc1cc(NC(=O)CCc2c(C)noc2C)c(C(=O)O)cc1OC	0	0
O=C(Nc1cccc2ccccc12)c1[nH]c(-c2ccccc2)c2c1C(=O)N(C1CC1)C2=O	-104	-17
Cc1ccc(CN2CCC(C(=O)c3ccc(F)cc3)CC2)cc1	-2	-6
CCCCNC(=O)C[C@@H]1C[C@@]2(C(=O)OC)CC(C)(C)CC=C2N(Cc2ccccc2)C1=O	17	-3
c1ccc(COc2ncnc3c2ncn3CCCNCC(c2ccccc2)c2ccccc2)cc1	-6	2
NC(=S)NN=C1CCCC(C(F)(F)F)C1 (configuration not stated)	10	2
O=C(NC1CCCCC1)C(c1ccc(C(F)(F)F)cc1)n1c(=O)c(-c2cc3ccccc3[nH]2)nc2ccccc21 (configuration not stated)	-450	-17
Cc1cccc(C)c1NC(=O)C1(C)CN(S(C)(=O)=O)CC(=O)N1CCc1ccc(O)cc1 (configuration not stated)	18	-2
O=c1ccn([C@@H]2O[C@H](CNS(=O)(=O)C3CC3)[C@@H](O)[C@H]2O)c(=O)[nH]1	4	0
O=C1NC(=O)C(c2ccccc2)(C2CCCC2)N1 (configuration not stated)	20	1
COCCCn1cc(CN2CC(N3CCSCC3)CS2(=O)=O)nn1 (configuration not stated)	27	1
O=C(O)C12C3CCC(O3)C1(C(=O)O)C1CCC2O1 (configuration not stated)	6	-1
Cn1c(=O)c2cc(NC(=O)Nc3cccnc3)ccc2n1Cc1ccc(Cl)cc1	-499	26
CC(C)(C)C(C(=O)NCc1ccccc1)N1CCN(C(=O)C2CCCO2)CC1 (configuration not stated)	8	-1
COCCCn1cc(CN2CC(N(C)C)CS2(=O)=O)nn1 (configuration not stated)	14	4
O=C1Nc2ccccc2-c2nnnn2C1N1CCCCC1 (configuration not stated)	22	-1
CC1(C(=O)NS(=O)(=O)c2ccccc2Cl)CCN1C(=O)C1CC1 (configuration not stated)	17	-1
C#CCOCCOCCOCCNc1nc(N2CCN(C(=O)Cn3cc(CCCCN)nn3)CC2)nc(N2CCN(C(=O)[C@H](Cc3ccc(O)cc3)n3cc(CCO)nn3)CC2)n1	20	1
CN(C(=O)c1cccc(NC(=O)Cc2cccc(NC(=O)C3CCN(C(=O)CCc4ccccc4)CC3)c2)c1)C1CC1	3	-2
COc1ccccc1Cc1c(-c2ccc(F)cc2)nc2ccc(Br)cn12	-20	21
NNc1cc2c(nn1)CCN(C(=O)c1ccccc1)C2	-60	-6
CC1CCN(S(=O)(=O)N2CCC(C(=O)NC(C)c3ccccc3)CC2)CC1 (configuration not stated)	19	2
CC1(C(=O)Nc2ccc(Cl)c(C(F)(F)F)c2)Cc2c(-c3cccc(C(N)=O)c3)ccnc2O1 (configuration not stated)	7	-1
Nc1[nH]c(=O)nc2snnc12	-12	0
Cc1ccc(NC(=O)c2ccc(Cl)c(S(=O)(=O)N3CCc4ccccc43)c2)nc1	4	-1
O=C(Nc1cccc(S(=O)(=O)N2CCCCC2)c1)[C@@H]1CCCN1S(=O)(=O)c1ccccc1C(F)(F)F	5	-1
O=C(COc1cccc(Cl)c1)Nc1nc(-c2ccc(S(=O)(=O)N3CCOCC3)cc2)cs1	-89	2
O=C(Nc1ccc(F)cc1)C(c1cc2ccccc2o1)N1CCN(C(=O)c2ccco2)CC1 (configuration not stated)	19	3
COc1ccc(NC(=O)COC(=O)c2c(C)noc2C)cc1Cl	1	1
Cc1ccc2c(COC(=O)C3=COCCO3)cc(=O)oc2c1	-16	-1
c1ccc(CSc2ncnc3c2ncn3C2CCCCO2)cc1 (configuration not stated)	-3	3
COC(=O)c1ccccc1NC(=O)CCS(=O)(=O)c1ccc(Br)cc1	-3	2
CC1CCC(NC(=O)c2ccc(Br)o2)CC1 (configuration not stated)	2	1
CC1(C(=O)NS(=O)(=O)Cc2cccc(Cl)c2)CCN1C(=O)Cc1ccc(-c2ccccc2)cc1 (configuration not stated)	14	-1
CC(=O)NC(c1ccccc1)c1nc(-c2cccc(CO)c2)cs1 (configuration not stated)	17	0
OCCN1CCN(c2ncnc3c2ncn3[C@H]2CN(Cc3cccs3)C[C@@H](CO)O2)CC1	16	-1
CC(C)C[C@H]1CN(CCCC[C@H]2CNC(=O)C(=O)N2CC2CCCCC2)C(=O)C(=O)N1Cc1ccccc1	22	4
O=c1[nH]c(=O)c2[nH]c(=S)n(-c3ccccc3)c2[nH]1	8	1
CC1=[N+](C)c2c(ccc3cccnc23)C1(C)C	-415	-28
COc1cc(C(=O)N2CCN(S(=O)(=O)c3cc(C)ccc3C)CC2)ccc1OCC(=O)N1CCOCC1	4	-1
Nc1nc(N)c2[nH]c(=S)[nH]c2n1	-9	-1
CC(OC(=O)CN(C)S(=O)(=O)c1ccc(Cl)cc1)C(=O)Nc1ccc(N2CCOCC2)cc1 (configuration not stated)	23	3
C#CCN(CC(=O)OCC)S(=O)(=O)CCNC1CC1	16	-1
O=C1C(O)CCN1C1CCCCC1 (configuration not stated)	0	-2
CC1(C(=O)Nc2ccc(F)c(Cl)c2)Cc2c(-c3cccc(C(F)(F)F)c3)ccnc2O1 (configuration not stated)	6	-2
CCN(CC)Cc1nc2nc(Cl)c(Cl)nc2[nH]1	-54	-33
COc1ccccc1-c1csc(C(C)(O)c2ccccc2)n1 (configuration not stated)	11	-1
O=C(O)CSC1CC(=O)N(c2ccc(F)cc2)C1=O (configuration not stated)	7	2
O=C1NC[C@H](CCCCN2C[C@H](Cc3ccccc3)N(CC3CCCCC3)C(=O)C2=O)N(CCc2ccccc2)C1=O	10	-6
COc1ccc(Cc2ccccc2C(=O)O)cc1	14	2
CC1(C)COC(=S)N1CCC#N	12	0
Cc1sc(N=Nc2ccc(N(C)C)cc2)[n+]([O-])c1C	22	4
Cc1ccc(N/N=C/c2c(C)c(C#N)c(=O)n(C)c2O)cc1C	-36	-25
COCCNc1nc(Oc2cccc3ccccc23)c2sccc2n1	-78	1
COc1ccccc1NC1=C(NC(C)=O)C(=O)c2ccccc2C1=O	0	-2
Nc1ncnc2c1ncn2[C@@H]1O[C@H](C(=O)Nc2cc(C(F)(F)F)cc(C(F)(F)F)c2)[C@@H](O)[C@H]1O	20	-4

Record cards, as listed above.
COc1ccc(Cc2ccccc2C(=O)O)cc1 as listed: SENP8 inh: 14; SENP1 FRET inh: 2
CC1(C)COC(=S)N1CCC#N as listed: SENP8 inh: 12; SENP1 FRET inh: 0

(cont.)
SMILES	SENP8 inh	SENP1 FRET inh
CC(=O)Oc1ccc(OC(C)=O)c2c1C1C=CC2CC1	5	-2
COc1ccc(F)cc1-c1cc(NC(C)=O)c2ncc(-c3cccc(C(F)(F)F)c3)n2c1	-500	-8
COC(=O)CCCCC1=CCC2C(=O)C=C(O)C2C1 (configuration not stated)	12	3
CC(C)C[C@@H](CNCC(=O)[C@H](C)NC(=O)c1[nH]cnc1C(=O)N[C@@H](C)CN)NC(=O)c1nc[nH]c1C(=O)N[C@@H](C)C(=O)O	15	0
O=C1NC(=O)N(C2CCCCC2)CC1Br (configuration not stated)	9	6
COc1cccc2ccc(CC(O)(c3ccccc3)c3ccccc3)nc12	-28	0
O=C(O)c1ccc(COc2ccc([N+](=O)[O-])cc2Cl)cc1	15	2
CCOC(=O)c1csc(-c2ccc(COC(=O)c3ccccc3)o2)n1	8	0
CN(C)CCCNC(=O)c1cccc(-c2ccc3nncn3c2)c1	17	1
COc1ccc(NC(=O)C2Cc3c(-c4cccc(NC(C)=O)c4)ccnc3O2)cc1OC (configuration not stated)	8	-1
CC(=O)OC1CCC2C3CCC4OC(=O)CCC4C3CCC12C (configuration not stated)	16	3
COC(=O)C[C@@H]1C=C[C@@H](NC(=O)NC2CCCC2)[C@@H](CO)O1	28	2
N=c1c2ccccc2nc2n1CCCCC2	8	2
CCCCCC1C(=O)CCC1CC(=O)OC (configuration not stated)	9	2
COc1ccc(Cl)cc1-c1cc(C(=O)NCc2ccccc2)[nH]n1	18	2
CC1(C(=O)NS(=O)(=O)C2CC2)CCCN(C(=O)COc2ccc(Cl)cc2Cl)C1 (configuration not stated)	9	1
CC1(C(=O)NS(=O)(=O)C2CC2)CCCN(C(=O)c2cccc(C(F)(F)F)c2)C1 (configuration not stated)	14	1
O=C(Nc1ccccc1Cl)c1cc(C2CCCN(C(=O)c3ccc4c(c3)CCO4)C2)on1 (configuration not stated)	5	1
C=CCNc1nc(NCCOC)c2sc(-c3ccccc3)cc2n1	-290	0
Nc1nc2ccccc2cc1C(=O)NCCCCc1ccccc1	-373	-19
CC(C)CC1C(=O)N(Cc2cn(Cc3ccco3)nn2)CCS(=O)(=O)N1Cc1ccc(-c2ccccc2)cc1 (configuration not stated)	3	-2
COc1ccc(CC2(c3ccccc3)NC(=O)NC2=O)cc1 (configuration not stated)	8	2
O=C(Nc1ccn(CCCNCCc2ccccn2)c(=O)n1)OCc1ccccc1	3	-4
COc1cc(OC)c(N(C)S(=O)(=O)c2cccc(C(=O)OCC(=O)N(C)Cc3ccccc3)c2)cc1Cl	6	0
CNc1nc(Nc2ccc(C)cc2C)c2sccc2n1	-46	0
CCCCNC(=O)C1(C)CCN1C(=O)c1csnn1 (configuration not stated)	15	2
CC(C)C(=O)N1CCC1(C)C(=O)Nc1ccccc1OC(F)F (configuration not stated)	13	0
CN(C)c1ccc(-c2ccnc3c2CC(C)(C(=O)Nc2cccc(C(F)(F)F)c2)O3)cc1 (configuration not stated)	-468	3
O=C(OCc1ccccc1)N1CCC2CC1c1ccc(N3CCNCC3)cc12 (configuration not stated)	23	-2
CC(=O)N1CCN(c2ccc(N=Cc3c(O)n(Cc4ccccc4)c(=O)[nH]c3=O)cc2)CC1	-47	9
Cc1ccc2[nH]c(=O)c(CN(CCN3CCOCC3)C(=O)Nc3ccccc3F)cc2c1	-90	0
N#C/C(=C/c1cccn1-c1cccc(C(=O)O)c1)c1ccc(F)cc1	4	0
COc1ccc(F)cc1-c1cc(C(=O)NCc2cccc(Cl)c2)[nH]n1	22	-3
O=[N+]([O-])c1ccc(NN=C2CCCCC2)c([N+](=O)[O-])c1	34	1
Cc1cc(=O)oc2cc(OC(C)C(=O)N3CCOCC3)c(Cl)cc12 (configuration not stated)	-489	-7
O=C(NCc1ccc(F)cc1)c1cc(C2CCCCN2S(=O)(=O)c2cccs2)on1 (configuration not stated)	35	1
